HCV inhibitor = qHTS Assay for Inhibitors of Hepatitis C Virus (HCV); Potency, µM (doses to about 41.8 µM), for inactives: at the top dose activity change, negative = inhibition, actives largely listed as inhibitors; Huh7.5.1 HCVcc-Cre infection, luciferase reporter, 44 h; 340,000 compounds, 3.4% hits; note: potency is the fitted concentration of half-maximal effect
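HCVcc-Cre virus at an moi near 0.5 was added right after compound to cells cultured 4 h from seeding (1,000 cells/well). Luciferase activity was determined 44 h later, 15 min after substrate addition at RT.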
HCMV antiviral = qHTS Assay for inhibitors of the human cytomegalovirus (HCMV); HFF cells, HCMV-luciferase reporter, 72 h; hits give low values; activity change, negative = inhibition, % at 57.5 µM; 410,000 compounds, 4.5% hits; in the data active = activity change below about -60%; inconclusive = no clear call, values can overlap the other calls; inactive = above about -39%
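Luciferase read-out from HCMV-luciferase-infected HFFs (MOI 1 PFU/cell) 72 h post infection at 37C; compounds added after 16 h cell attachment; activity normalized between buffer-only basal and Salinomycin (10uM) inhibitor controls.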
AmpC no deterg = qHTS Inhibitors of AmpC Beta-Lactamase (assay without detergent); 330,000 compounds, 0.52% hits; Potency, µM (series often up to 57.1 µM), inactives show at the highest dose activity change, negative = inhibition, most hits filed as inhibitors; P00811; AID 485341, 2010; AmpC nitrocefin hydrolysis, absorbance 480 nm, 0.0001% Triton;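 note: potency is the fitted concentration of half-maximal effect; plate controls were no compound for no effect and no enzyme for full effect; nearly all actives have a fitted effect of over 20% in size; some results filed as inactive show a strong effect at the top dose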
Target sequence (P00811 whole entry, looked up): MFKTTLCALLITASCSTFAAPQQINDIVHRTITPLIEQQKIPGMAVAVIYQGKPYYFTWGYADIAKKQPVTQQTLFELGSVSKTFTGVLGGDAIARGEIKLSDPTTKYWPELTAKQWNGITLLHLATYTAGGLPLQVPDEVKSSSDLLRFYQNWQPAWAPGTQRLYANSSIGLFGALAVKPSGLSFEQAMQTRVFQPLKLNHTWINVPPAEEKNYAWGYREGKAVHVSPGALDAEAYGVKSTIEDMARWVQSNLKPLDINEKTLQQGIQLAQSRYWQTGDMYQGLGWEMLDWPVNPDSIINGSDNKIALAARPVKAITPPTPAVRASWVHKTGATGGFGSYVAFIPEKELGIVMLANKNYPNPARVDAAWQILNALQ
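20 mM phosphate pH 7.0 + 0.01% (detergent screen) or 0.0001% Triton X-100; 5.3 nM AmpC reagent; cpd preinc 15 min RT; nitrocefin (800 uM stock) to start; A480 q20 s × 4 min; Activity was normalised to no-enzyme and no-compound control wells.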
LmPK inh = qHTS Assay for Inhibitors of Leishmania Mexicana Pyruvate Kinase (LmPK). AID 1721, 2009. Potency, µM (series often up to 57.5 µM), for the others: top-dose activity change, negative = inhibition, actives largely listed as inhibitors. 290,000 compounds, 0.37% hits. Q27686. purified LmPK, Kinase-Glo ATP luminescence, 1 h; note: potency is the fitted concentration of half-maximal effect
Target sequence (Q27686 whole entry, looked up): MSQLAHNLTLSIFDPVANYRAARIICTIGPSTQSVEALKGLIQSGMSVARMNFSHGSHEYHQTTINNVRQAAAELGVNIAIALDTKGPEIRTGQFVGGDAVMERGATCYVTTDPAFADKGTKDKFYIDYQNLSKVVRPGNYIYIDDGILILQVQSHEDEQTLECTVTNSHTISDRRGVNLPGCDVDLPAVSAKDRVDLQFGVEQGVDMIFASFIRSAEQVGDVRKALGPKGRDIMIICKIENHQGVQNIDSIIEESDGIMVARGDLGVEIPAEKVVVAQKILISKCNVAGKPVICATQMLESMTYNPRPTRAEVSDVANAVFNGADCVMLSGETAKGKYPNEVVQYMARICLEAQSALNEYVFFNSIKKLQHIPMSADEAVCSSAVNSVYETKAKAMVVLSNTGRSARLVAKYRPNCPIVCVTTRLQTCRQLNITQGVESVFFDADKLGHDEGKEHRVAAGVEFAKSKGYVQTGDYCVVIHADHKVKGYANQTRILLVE
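ATP generated from ADP (0.1 mM) and PEP (0.5 mM) by 0.1 nM LmPK over 1 h at room temperature (pH 7.2 imidazole buffer) was detected by coupled luciferase luminescence. Values were normalized to uninhibited and no-enzyme wells.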
AMA1 RON2 block = qHTS for Inhibitors of AMA1-RON; Towards Development of Antimalarial Drug Lead: Primary Screen | Potency, µM (top dose mostly 58.2 µM), for inactives: at the top dose activity change, negative = inhibition, hits mostly inhibitors | Plasmodium falciparum AMA1 (3D7) - RON2 peptide interaction | 360,000 compounds, 0.2% hits | AID 720542, 2013 | AlphaScreen AMA1-biotinylated RON2 peptide binding;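 note: potency is the fitted concentration of half-maximal effect; 0% = vehicle wells and -100% = peptide control; nearly all actives have a fitted effect of over 45% in size; some results filed as inactive show a strong effect at the top dose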
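AMA1 (3D7) with his tag at 25 nM final met compounds first, then biotinylated RON2 peptide at 25 nM; detection used donor plus acceptor beads, 10 µg/mL apiece, read by AlphaScreen after 30 min at room temperature.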
AmpC detergent = qHTS Inhibitors of AmpC Beta-Lactamase (assay with detergent) | P00811 | AmpC hydrolysis of nitrocefin, absorbance 480 nm, 0.01% Triton | Potency, µM (doses to about 114 µM), without a hit: at the top dose activity change, negative = inhibition, actives largely listed as inhibitors | 370,000 compounds, 0.041% hits | AID 485294, 2010;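 note: potency is the fitted concentration of half-maximal effect; 0% = no-compound wells and -100% = no-enzyme wells; nearly all actives have a fitted effect of over 25% in size; some results filed as inactive show a strong effect at the top dose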
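AmpC (5.3 nM in the dispensed reagent) in 20 mM phosphate pH 7.0 with 0.01% (detergent screen) or 0.0001% Triton X-100 was preincubated with compounds for 15 min at room temperature. Nitrocefin was then added from an 800 uM solution, and hydrolysis was followed at 480 nm.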
Tb PYK inh = qHTS of Trypanosoma Brucei Inhibitors. pyruvate kinase (Trypanosoma brucei), Q57TT1. TbPYK enzyme, Kinase-Glo Plus ATP luminescence, 45 min. Potency, µM (highest dose often 76.8 µM), without a hit: at the top dose activity, negative = inhibition, usual class: inhibitors. 410,000 compounds, 0.12% hits; note: potency is the fitted concentration of half-maximal effect; nearly all actives have a fitted effect of over 50% in size
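Glycolytic pyruvate kinase of T. brucei was incubated with substrate, test compound and 130 uM ADP for 45 minutes at room temperature. Luminescent Kinase-Glo Plus signal was measured after 10 minutes.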
* = called active by the depositor; u = inconclusive; x = no result given; & = joins results of further samples; [ ] = dose if it differs, or a comment. Unless noted, calls come from the whole dose curve; as a rule, active = well fitted curve in the direction sought with a large enough effect; inconclusive = small, poorly fitted or top-dose-only effect, or another doubt; inactive = no such curve, though single readings can be large; an effect the other way counts as inactive or inconclusive. Unless noted, % is set by controls: 0 for no effect and ±100 for the full control effect.

SMILES	HCV inhibitor	HCMV antiviral	AmpC no deterg	LmPK inh	AMA1 RON2 block	AmpC detergent	Tb PYK inh
COc1ccc(Cn2c(C(=O)O)c(CNCCc3cccs3)c3ccc(C)cc32)cc1	x	-5	x	x	x	1%	0%
O=C(CN1C(=O)COc2ccccc21)NCCN1CCc2ccccc2C1	-4%&19%	5	3%	5%	-6%	-2%	-3%
CC1=C2C(=O)OC(c3ccoc3)C2(C)CCC1 (stereo unspecified)	-9%	-2	-24%	4%	-11%	-13%	-9%
CCOC1=C2[C@@H](CN(S(=O)(=O)c3ccc(C)cc3)[C@H]2c2ccccc2F)[C@H]2C(=O)N(c3ccccc3)C(=O)[C@H]2C1	x	26	x	x	3%	x	0%
Cc1cc(=O)[nH]c2nnc(SCc3ccc(C(F)(F)F)cc3)n12	x	31	x	x	x	-10%	3%
COC(=O)C1(C)NC(c2ccc(O)cc2)C2C(=O)N(c3ccc(F)cc3)C(=O)C21 (stereo unspecified)	7%	39	-6%	1%	7%	-6%	-3%
C/C(N)=C(/C#N)C(=O)CN1C(=O)NC(Cc2c[nH]c3ccccc23)C1=O (stereo unspecified)	13%	-37	-15%	-9%	-16%	u	-3%
CCN(C(=O)COC(=O)COc1ccc(Cl)c(C)c1)C1CCS(=O)(=O)C1 (stereo unspecified)	7%	-4	41%	x	39%[activator]	u	3%
O=C(C1CCN(CC2CC=CCC2)CC1)N(CCc1ccccc1)Cc1ccccc1 (stereo unspecified)	13%	-19	71%[activator]	1%	4%	22%	-11%
O=C(NCCCn1ccnc1)c1cn(-c2ccccc2)nc1-c1ccc(F)cc1	-5%	64	55%	2%	-12%	u	2%
CC(C)(C)Nc1scc(-c2ccccc2)[n+]1-c1ccccc1	-15%	4	8%	-8%	4%	10%	0%
Cn1c(=O)oc2cc(S(=O)(=O)N3CCCC(C(=O)NCC4COc5ccccc5O4)C3)ccc21 (stereo unspecified)	-22%	-14	66%[activator]	1%	9%	u	-1%
COc1ccc(S(=O)(=O)N2CCCOC2CNC(=O)C(=O)NCCCn2ccnc2)cc1 (stereo unspecified)	6%	-21	-10%	-1%	14%	u	-5%
COc1ccc(NC(=O)c2cn(CCC#N)nc2-c2ccc([N+](=O)[O-])cc2)cc1	-14%	-29	-14%	9%[11.5 µM]	4%	5%	1%
O=C(NCCc1ccc(Cl)cc1)C1CCN(C(=O)c2sccc2-n2cccc2)CC1	8.9µM*	-8	94%[activator]	8%	-4%	u	-20%
COc1cccc(-n2c(SCC(=O)N3CCc4ccccc43)nc3c([nH]c4ccccc43)c2=O)c1	x	28	x	x	x	8%	0%
CCc1nc2ccc(C(=O)N(CC)CCN(C)C)cn2c1N(CC)C(=O)NCCc1ccccc1	x	41	x	x	0%	x	-18%
COc1ccccc1N(CC(=O)Nc1cc(C)on1)S(=O)(=O)c1cccc(C(F)(F)F)c1	-5%	-64*	-21%	x	-7%	-6%	-8%
CCOC(=O)N1CCN(C(=O)C2CC(=O)N(c3ccc(C)cc3)C2)CC1 (stereo unspecified)	11%	-10	-9%	x	-2%	-2%	3%
C/C(=C(/NC(=O)c1ccccc1)C(=O)O)c1ccco1	10%	u	-8%	-2%	18%	3%	-9%

Taken from above:
In AmpC detergent, O=C(CN1C(=O)COc2ccccc21)NCCN1CCc2ccccc2C1 reads -2%
In AmpC detergent, CC(C)(C)Nc1scc(-c2ccccc2)[n+]1-c1ccccc1 reads 10%

Additional structures
SMILES	HCV inhibitor	HCMV antiviral	AmpC no deterg	LmPK inh	AMA1 RON2 block	AmpC detergent	Tb PYK inh
CC(=O)Nc1nc(-c2cccs2)cs1	-5%	38	-22%	-9%	21%	-14%	-5%
CN(C)CCCNC(=O)c1cc(C(=O)Cc2ccccc2)c[nH]1	-24%	-7	-16%	1%	0%	4%	1%
N#C/C(=C\c1cn(Cc2ccc(C#N)cc2)c2ccccc12)C(=O)NCc1cccs1	1%	-3	-30%	2%	-3%	-9%	2%
O=C(Nc1ccccc1C(=O)N1CCN(CCO)CC1)c1cccc([N+](=O)[O-])c1	-23%	34	-6%	-2%	-3%	2%	-4%
OC(c1cc(F)cc(Cl)c1)c1ncc(-c2ccc3ccccc3c2)[nH]1 (stereo unspecified)	x	22	x	x	3%	x	2%
O=c1c2ccccc2nc(SCc2ccccc2Cl)n1Cc1ccccc1	-22%	-26	-27%	-1%	-18%	-7%	6%
O=C(Cn1nc(Cc2cccnc2)c2ccccc2c1=O)Nc1ccc2c(c1)OCO2	4%	5	10µM*	0%	9%	4%	5%
COc1ccc(S(=O)(=O)Nc2ccccc2-c2nc3ccccc3[nH]c2=O)cc1	u	-16	-39%	-2%	8%	-4%	-5%
CC1CN(C(=O)CCC(=O)N2CCN(c3cccc(C(F)(F)F)c3)CC2)c2ccccc2O1 (stereo unspecified)	u	u	126%[activator]	7%	-5%	-1%	-6%
COc1cc(/C=C(\NC(=O)c2ccccc2)C(=O)NC(C(=O)O)c2ccccc2)cc(OC)c1OC (stereo unspecified)	5%	25	-30%	3%	-16%	5%	-3%
CCc1cccc(NC(=O)CSCc2nc3sc(C)c(C)c3c(=O)[nH]2)c1	6%	32	-16%	x	-7%	u	0%
CCC(C)NC(=O)c1sc2nc(C)c(C(=O)Nc3ccc(C)cc3C)c(-c3ccc(Cl)cc3)c2c1N (stereo unspecified)	x	-20	x	x	x	3%	3%
O=C(CNC(=O)c1ccccc1Br)N/N=C/c1cccnc1	-3%	-24	-10%	-1%	-2%	-8%	2%
COc1ccc(Cl)cc1NC(=S)NCCc1ccc(F)cc1	-29%	x	-45%	1%	27%	u	-11%
Cc1ccccc1OCc1nc(-c2ccccc2)no1	0%	5	-37%	-5%	95%[activator]	-10%	-1%
CCn1c(O)c(N=NC(=O)CNC(=O)c2ccccc2F)c2ccccc21	-18%	-5	-10%	-4%	-20%	4%	-6%
COCC(=O)Nc1nnc(SCC(=O)NCc2cccs2)s1	12%	7	-1%	-3%	-2%	-19%	-7%
O=C(CN1CCOCC1)N/N=C/c1ccccc1	u	43	-13%	-2%	3%	-5%	-5%
COCC(=O)N1C[C@H]2CON(C)[C@H]2C[C@H]1c1ccc(N2CCCCC2)cc1	x	7	x	x	3%	x	2%
CCOc1ccc(S(=O)(=O)N(C)c2ccc(OCC(=O)Nc3nc(-c4cc(OC)ccc4OC)cs3)cc2)cc1	u	-15	-38%	-6%	u	-8%	-1%

Reprinted at random: 4 records from the list.
SMILES	HCV inhibitor	HCMV antiviral	AmpC no deterg	LmPK inh	AMA1 RON2 block	AmpC detergent	Tb PYK inh
CCC(C)NC(=O)c1sc2nc(C)c(C(=O)Nc3ccc(C)cc3C)c(-c3ccc(Cl)cc3)c2c1N (stereo unspecified)	x	-20	x	x	x	3%	3%
COCC(=O)Nc1nnc(SCC(=O)NCc2cccs2)s1	12%	7	-1%	-3%	-2%	-19%	-7%
O=C(CN1CCOCC1)N/N=C/c1ccccc1	u	43	-13%	-2%	3%	-5%	-5%
OC(c1cc(F)cc(Cl)c1)c1ncc(-c2ccc3ccccc3c2)[nH]1 (stereo unspecified)	x	22	x	x	3%	x	2%

(list continues)
SMILES	HCV inhibitor	HCMV antiviral	AmpC no deterg	LmPK inh	AMA1 RON2 block	AmpC detergent	Tb PYK inh
C=CCc1ccccc1OCC(O)CN1CCN(Cc2ccc3c(c2)OCO3)CC1 (stereo unspecified)	u	-5&-11	154%&71%[activator]	5%&5%	-24%&-1%	u	-6%&-5%
O=S1(=O)N=C(c2ccccc2)C=C(c2ccccc2)N1	6%	-20	-10%	x	-1%	x	1%
CCNC(=S)N1CCN(C(c2ccccc2)c2ccccc2)CC1	-14%	-28	u	3%	-7%	-15%	-13%
CCCCc1ccc(NC(=S)NCc2ccccc2OC)cc1	4%	u	-27%	2%	-6%	8%	1%
Cc1cc(C(=O)N/N=C/c2c(C)[nH]c3ccccc23)n[nH]1	6%	37	-27%	3%	21%	3%	0%
COc1ccc(-c2cc(C(=O)NCCc3ccc(Cl)cc3)[nH]n2)cc1	x	9	x	x	x	17%	-7%
O=[N+]([O-])c1ccc(Cc2ccc([N+](=O)[O-])cc2)cc1	0%	-1	x	x	-3%	x	-6%
CCOc1ccc(N=Nc2c(N)[nH][nH]c2=O)cc1	-12%	66	-14%	u	26%	-3%	-11%
CCOC(=O)CSc1n[nH]c(NC(=O)NC(C)C)n1	16%	-24	0%	-7%	9%	-2%	-7%
COc1cccc(NC(=O)CCCCCN2C(=O)[C@@H]3Cc4ccccc4CN3C2=O)c1	u	-21	12%	8%	-9%	3%	-2%
CCC(=O)Nc1cccc(C2=NOC3(C2)C[C@@H](C(N)=O)N(C(=O)C(c2ccccc2)c2ccccc2)C3)c1 (stereo partly specified)	u	15	147%[activator]	-2%	-10%	-1%	3%
COc1ccc(S(=O)(=O)Nc2cccc(-c3ccc4nncn4n3)c2)cc1F	-8%	-20	-3%	10%	-3%	-11%	-4%
CS(=O)(=O)c1ccc(Nc2nc(C(N)Cc3ccccc3)cs2)cc1 (stereo unspecified)	x	-4	x	x	71%[activator]	x	0%
Cc1cc(C)c(CN2CCC(CO)(CCOc3ccccc3)CC2)cc1C	u	-7	66%[activator]	-1%	7%	-7%	2%
CC1(C)CC(=O)C=C(NCCc2ccccc2)C1	10%	10	-18%	2%	-2%	u	-3%
COc1cccc(/C=C(\C)C(=O)c2c(C)cc(C)[nH]c2=O)c1OC	-1%	x	-13%	-3%	2%	-1%	-5%
COc1ccc(Br)cc1/C=N/n1c(-c2ccccc2)n[nH]c1=S	-3%	20	-34%	4%	34%[activator]	9%	-16%
Cc1cccc(NC(=O)[C@@H](NC(=O)N2C[C@H]3C[C@@H](C2)c2cccc(=O)n2C3)C(C)C)c1	-22%	-19	19%	-5%	-1%	-16%	1%
O=c1nc(/C=C/c2ccccc2C(F)(F)F)cc(C(F)(F)F)[nH]1	7%	19	-6%	0%	-5%	2%	-1%
CN1C(=O)[C@H]2[C@@H](/C=C/c3ccccc3)N3C(=O)CN(Cc4ccccc4)C(=O)[C@@]3(C)[C@H]2C1=O	u	-1	163%[activator]	3%	4%	-9%	-2%
COc1ccc(S(=O)(=O)N2CCCCCC2)cc1C(=O)OCC(=O)NCC(C)C	16%	21	64%[activator]	0%	13%	-12%	0%

Assay outcomes (PubChem BioAssay)

Rows were taken by chance. About 7.5% of those tested had a hit in this group.
